# AHR activator – AHR activators, primary screen, cell-based, luminescence, luciferase reporter, human. Aryl hydrocarbon receptor (Homo sapiens), P35869. AHR-responsive luciferase reporter cells. activation, % at 5 µM. 320,000 tested, 2.5% active. AID 2796, 2010; in the data active means activation above about 47%;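 further: 0% = vehicle wells and 100% = reference agonist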
# RPL19A TOR yeast – RPL19A-GFP expression modulators in yeast, primary screen, cell-based, S. cerevisiae, multiplex flow cytometry, MLPCN. S. cerevisiae RPL19A-GFP strain, 3 h; active compounds read low. percent response vs DMSO, % at 10 µM. 330,000 tested, 0.3% active;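 active means percent response vs DMSO below 50%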;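 further: median channel GFP fluorescence of the barcoded RPL19A-GFP strain; ratio of sample median GFP to plate DMSO average so 100% = DMSO; lower means less RPL19A-GFP as with rapamycin TOR inhibition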
# JMJD2C inh – inhibitors of GASC-1 histone demethylase, primary screen, biochemical, fluorescence, DELFIA europium. Lysine-specific demethylase 4C (Homo sapiens), Q9H3R0. GST-JMJD2C(1-420) H3K9me3 demethylation. inhibition, % at 2.35 µM. 330,000 tested, 0.069% active. AID 2099, 2009;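 active means more than half of a compound's replicate wells show inhibition beyond 50%, single wells judged on their own value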;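 further: signal counts dimethyl H3K9 product captured on neutravidin plate; 0% = median of DMSO wells and 100% = 0.3 times that DMSO median; strong numbers were not always called active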
# Target sequence (Q9H3R0 1-420 limits assumed): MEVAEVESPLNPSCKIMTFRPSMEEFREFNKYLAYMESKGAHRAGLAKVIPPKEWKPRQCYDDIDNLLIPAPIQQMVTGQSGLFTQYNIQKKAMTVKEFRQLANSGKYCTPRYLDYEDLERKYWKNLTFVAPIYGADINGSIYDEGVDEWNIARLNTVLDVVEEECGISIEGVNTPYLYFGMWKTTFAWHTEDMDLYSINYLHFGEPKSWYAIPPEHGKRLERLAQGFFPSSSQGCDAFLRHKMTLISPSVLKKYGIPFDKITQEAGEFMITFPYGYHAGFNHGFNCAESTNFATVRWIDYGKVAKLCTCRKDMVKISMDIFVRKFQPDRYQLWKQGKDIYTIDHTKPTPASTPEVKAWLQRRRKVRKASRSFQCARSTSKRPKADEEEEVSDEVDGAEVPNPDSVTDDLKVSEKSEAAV
# procasp3 activ – activators of human procaspase-3 D3A mutant, primary screen, biochemical, absorbance, PC-3 D3A mutant, single concentration; recombinant procaspase-3 D3A, Ac-DEVD-pNA absorbance 405 nm; activation, % at 8.5 µM; 330,000 tested, 0.11% active;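 active means activation above the mean of all tested compounds plus 3 SD, cut at about 21% in these data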;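 further: 0% = DMSO alone and 100% = DMSO wells spiked with extra 5 µM PC-3 D3A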
# Target sequence (P42574 whole entry D9A/D28A/D175A): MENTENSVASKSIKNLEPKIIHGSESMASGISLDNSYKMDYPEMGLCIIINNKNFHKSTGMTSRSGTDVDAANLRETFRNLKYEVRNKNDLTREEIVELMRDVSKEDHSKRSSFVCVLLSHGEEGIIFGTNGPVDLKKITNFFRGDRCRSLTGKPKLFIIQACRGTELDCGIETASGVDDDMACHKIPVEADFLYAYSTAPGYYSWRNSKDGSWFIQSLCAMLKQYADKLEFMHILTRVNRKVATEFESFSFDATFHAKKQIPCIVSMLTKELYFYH
#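 Compound: 8.5 µM single point, 0.8% DMSO / Material: Autoprocessing-dead procaspase-3 D3A mutant enzyme / Timing: 1 h preincubation plus 2 h reaction at 25 °C / Medium: Zinc-free HEPES/NaCl buffer with 0.01% Triton X-100 at pH 7.4 / Technique: 405 nm absorbance of p-nitroaniline, reads at 0 and 120 min / Repeats: one well per compound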
# CR mimetic SO – reduction of superoxide in aged yeast, primary screen, HTS. S. cerevisiae aged cells, superoxide DHE fluorescence; active compounds read low. 330,000 tested, 0.18% active. superoxide response (% of plate mean), % at 10 µM;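 active means superoxide response under a set limit, about three screen SD below normal, cut at about 65% in these data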;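 further: yeast aged for seven days with compound at 30 °C before DHE staining; 100% = average MFI of all compound-treated wells on the plate with controls excluded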
# LAP4 TOR yeast – modulators of LAP4-GFP expression in yeast, primary screen, S. cerevisiae, multiplex flow cytometry, MLPCN library | 3 h; median GFP as percent of DMSO wells | GFP response vs DMSO, % at 10 µM | 320,000 tested, 0.34% active | AID 2023, 2009;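 active means GFP response vs DMSO above a set limit, about the screen mean plus 3 SD, cut at about 150% in these data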
# procasp7 counter – procaspase-7 activators, primary screen, counter-screen for procaspase-3 activator project, biochemical, absorbance, HTS, human; Caspase-7 (Homo sapiens), P55210; recombinant procaspase-7, Ac-DEVD-pNA absorbance 405 nm; D23A/D198A/D206A triple mutant, cannot self-cleave; scale: DMSO 0, 5 µM enzyme 100; activation, % at 8.5 µM; 330,000 tested, 0.093% active; AID 463210, 2010;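 active means percent activation above the screen-wide mean plus 3 SD, cut at about 25% in these data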
#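 Assay system: Uncleavable procaspase-7 mutant enzyme | Input: 2 µM procaspase-7 mutant as dispensed | Timing: 1 h compound preincubation, 2 h substrate cleavage, 25 °C | Repeats: One well per compound | Control set: DMSO wells as 0%, DMSO with 5 µM added PC-7 as 100% | Technique: Epi-absorbance of released pNA at 405 nm, two timepoints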
# MEP2 TOR yeast – modulators of MEP2-GFP levels in yeast, primary screen, S. cerevisiae, multiplex flow cytometry, MLPCN library; S. cerevisiae MEP2-GFP strain, 3 h; 100% = DMSO control level; GFP response vs DMSO, % at 10 µM; 330,000 tested, 0.51% active; AID 2016, 2009;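 active means GFP response versus DMSO above a set limit, roughly screen mean plus 3 SD, cut at about 180% in these data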;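 further: median GFP fluorescence of the barcode-gated MEP2-GFP cells per well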
# * marks the source's active call; other numbers are inactive results; . = not tested or not shown; & = joins results of further samples.
1: O=C(CNCc1ccccc1)NC1C2CC3CC(C2)CC1C3 (centres undefined)
2: O=C(N/N=C/c1ccccn1)c1ccc(NC(=O)c2ccc(F)cc2)cc1
3: O=C(Cc1ccc([N+](=O)[O-])cc1)NNC(=O)c1cccs1
4: Cc1ccc(NC(=O)c2cc([N+](=O)[O-])ccc2N2CCCC2)cc1
5: CC1CN(C(=O)COC(=O)c2cccc(S(=O)(=O)N3CCc4ccccc43)c2)CC(C)O1 (centres undefined)
6: CCN(c1nc(C)cc(OC)n1)S(=O)(=O)c1ccccc1
7: CCCC(=O)Nc1ccc(C(=O)Nc2cc(C(F)(F)F)ccc2Cl)cc1
8: CC(CCC(=O)O)C1CCC2C3CCC4C[C@H](O)CCC4(C)C3CC(=O)C12C (some centres undefined)
Compound	1	2	3	4	5	6	7	8
AHR activator	0	1	2	30	1	1	63*	-2
RPL19A TOR yeast	101	93	89	114	96	94	101	112
JMJD2C inh	41	5	-9	6	-7	-6	-1	-3
procasp3 activ	18	4	-3	-9	1	2	9	-8
CR mimetic SO	96	110	86	105	87	91	88	77
LAP4 TOR yeast	100	79	87	117	95	101	106	104
procasp7 counter	1	-3	5	-2	-2	8	13	19
MEP2 TOR yeast	104	98	102	117	100	96	105	106

9: COc1ccc(OCC(=O)NCCNC(=O)c2ccccn2)cc1
10: CC(C)(C)c1ccc(S(=O)(=O)N2CCC(CO)(CC3CCCCO3)CC2)cc1 (centres undefined)
11: COC(=O)c1ccccc1NC(=O)CN1CCC(NC(=O)c2ccccc2C)CC1
12: CNC(=S)N(Cc1cc2cc(OC)c(OC)cc2[nH]c1=O)C1CCCC1
13: CC(C)(C)NC(=O)CSc1nc2[nH]ncc2c(=O)[nH]1
14: O=S1(=O)C=CC(Nc2cccc(Cl)c2)C1 (centres undefined)
15: Cc1ccc(NC(=O)NCCCc2ccccc2)cc1
16: O=C(Cn1nnc(-c2ccc(Cl)cc2)n1)NCC1CCCCC1
Compound	9	10	11	12	13	14	15	16
AHR activator	3	1	5	2	1	1	4	-1
RPL19A TOR yeast	102	96	103	95	103	98	99	98
JMJD2C inh	-8	-6	3	3	-3	2	5	17
procasp3 activ	8	1	0	3	5	8	5	-2
CR mimetic SO	91	89	110	94	91	87	91	98
LAP4 TOR yeast	97	97	92	89	95	104	97	104
procasp7 counter	11	-11	-10	0	-6	7	12	5
MEP2 TOR yeast	106	95	95	97	105	98	102	99

# A different layout for some results above:
nr	Structure	AHR activator	RPL19A TOR yeast	JMJD2C inh	procasp3 activ	CR mimetic SO	LAP4 TOR yeast	procasp7 counter	MEP2 TOR yeast
1	O=C(CNCc1ccccc1)NC1C2CC3CC(C2)CC1C3 (centres undefined)	0	101	41	18	96	100	1	104
2	O=C(N/N=C/c1ccccn1)c1ccc(NC(=O)c2ccc(F)cc2)cc1	1	93	5	4	110	79	-3	98
3	O=C(Cc1ccc([N+](=O)[O-])cc1)NNC(=O)c1cccs1	2	89	-9	-3	86	87	5	102
4	Cc1ccc(NC(=O)c2cc([N+](=O)[O-])ccc2N2CCCC2)cc1	30	114	6	-9	105	117	-2	117
5	CC1CN(C(=O)COC(=O)c2cccc(S(=O)(=O)N3CCc4ccccc43)c2)CC(C)O1 (centres undefined)	1	96	-7	1	87	95	-2	100
6	CCN(c1nc(C)cc(OC)n1)S(=O)(=O)c1ccccc1	1	94	-6	2	91	101	8	96
7	CCCC(=O)Nc1ccc(C(=O)Nc2cc(C(F)(F)F)ccc2Cl)cc1	63*	101	-1	9	88	106	13	105
8	CC(CCC(=O)O)C1CCC2C3CCC4C[C@H](O)CCC4(C)C3CC(=O)C12C (some centres undefined)	-2	112	-3	-8	77	104	19	106
9	COc1ccc(OCC(=O)NCCNC(=O)c2ccccn2)cc1	3	102	-8	8	91	97	11	106
10	CC(C)(C)c1ccc(S(=O)(=O)N2CCC(CO)(CC3CCCCO3)CC2)cc1 (centres undefined)	1	96	-6	1	89	97	-11	95
11	COC(=O)c1ccccc1NC(=O)CN1CCC(NC(=O)c2ccccc2C)CC1	5	103	3	0	110	92	-10	95
12	CNC(=S)N(Cc1cc2cc(OC)c(OC)cc2[nH]c1=O)C1CCCC1	2	95	3	3	94	89	0	97
13	CC(C)(C)NC(=O)CSc1nc2[nH]ncc2c(=O)[nH]1	1	103	-3	5	91	95	-6	105
14	O=S1(=O)C=CC(Nc2cccc(Cl)c2)C1 (centres undefined)	1	98	2	8	87	104	7	98

# Next records follow.
17: O=C(O)CCN1CC2([N+](=O)[O-])CC=C(OCCO)C([N+](=O)[O-])(C1)C2 (centres undefined)
18: CCOC(=O)c1[nH]c2ccc(F)cc2c1NC(=O)CN1CCc2cc(OC)c(OC)cc2C1
19: CCC1Nc2ncnc(N3CCCCC3)c2N(Cc2ccc(Cl)cc2)C1=O (centres undefined)
20: COC(=O)C1=C(C)N(Cc2ccc(C)cc2)C(=O)/C1=C\c1cc(OC)c(OC)c(OC)c1
21: Cc1noc(C)c1C(=O)N1CCN(S(=O)(=O)c2cccs2)CC1
22: O=C(O)c1cc(O)ccc1NC(=O)C(c1ccccc1)c1ccccc1
23: Cc1nc(C)c(C(=O)OCC(=O)Nc2ccccc2SCC#N)s1
24: O=C(Nc1ccc2cn[nH]c2c1)c1ccc(Cl)c(S(=O)(=O)N2CCOCC2)c1
Compound	17	18	19	20	21	22	23	24
AHR activator	1	11	0	8	5	1	21	42
RPL19A TOR yeast	102	96	107	102	97	110	100	99
JMJD2C inh	-23	4	.	-9	0	19	5	8
procasp3 activ	-6	-1	-5	7	4	-6	4	4
CR mimetic SO	114	104	108	102	101	108	104	97
LAP4 TOR yeast	100	94	110	90	108	106	105	95
procasp7 counter	10	-10	14	0	-1	8	14	-2
MEP2 TOR yeast	107	107	105	103	109	138	103	98

25: COc1ccccc1C(=O)Nc1nnc(-c2ccc(Cl)cc2)o1
26: Cc1ccc(C)c(N2CC(C(=O)O)CC2=O)c1 (centres undefined)
27: C=CCNc1nc(C(=O)OCC)nc2ccccc12
28: COc1ccc(/C(O)=C2/C(=O)C(=O)N(CCCN(C)C)C2c2cccc(Cl)c2)cc1OC (centres undefined)
29: [O-]/C(=C(\C(=S)Nc1ccccc1F)[n+]1ccccc1)c1ccc(OC(F)F)cc1
30: CCOC(=O)C1=C(N)Oc2cc(C)n(CCc3ccc(OC)c(OC)c3)c(=O)c2C1c1cccnc1 (centres undefined)
Compound	25	26	27	28	29	30
AHR activator	14	0	6	2	39	1
RPL19A TOR yeast	98	97	116	102	109	97
JMJD2C inh	-6&-11	-11	-7	8	0	9
procasp3 activ	0	-4	-1	-4	-15	4
CR mimetic SO	90	91	83	97	111	104
LAP4 TOR yeast	117	106	96	90	99	80
procasp7 counter	3	3	-8	-15	-21	10
MEP2 TOR yeast	100	103	119	104	107	88

# From PubChem
